Assay outcomes (PubChem)
GPR35 arrestin U2OS: GPR35 antagonists blocking zaprinast-driven arrestin recruitment, primary screen, imaging, U2OS, beta-arrestin-GFP, zaprinast agonist (AID 2058). inhibition, % at 10 µM, or IC50 in µM where a hit was titrated. U2OS GPR35 beta-arrestin-GFP translocation imaging, zaprinast antagonism; higher % means a stronger effect. 290,000 compounds, 0.052% hits;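 active = inhibition of at least 50% with at least 30 cells and total cytoplasm GFP at most 10,000,000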
West Nile virus CPE: West Nile virus antiviral activity, cell-based, CPE readout (AID 1621); West Nile virus-infected cells, CPE inhibition; higher % means a stronger effect; one-dose CPE inhibition, % at 10 µM; IC50 in µM for titrated hits; 290,000 compounds, 0.02% hits; in the data active = a potency from the dose series; also: strong numbers were not always called active
T cell HTS: modulates CD8 T cell binding to vesicles; 2C CD8+ T cell-vesicle binding, flow cytometry; hits give low values; calls only at 7 µM; 330,000 compounds, 0.068% hits; AID 2052;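 active = response, share of CD8 T cells binding vesicles, and their 90th percentile fluorescence all below set limits, cut at about 80% in these data, passing the limit was not always enough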
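Benchmarks: naked versus QL9-loaded vesicles / Assay system: purified 2C TCR transgenic mouse naive CD8+ T cells / Technique: high-throughput flow cytometry with anti-B7-1 and anti-CD8 staining / Timing: Cell–vesicle co-incubation 1.5 h at 37 °C, staining 20 min on ice / Read-out: percent CD8+ FL2 mean versus row control / Probe or stimulus: QL9-loaded Drosophila micro-vesicles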
KOR beta-arrestin-1: kappa opioid receptor activators – cell-based, luminescence, uHTS, primary screen (AID 1777) | KOR beta-arrestin recruitment, luminescence; higher % means a stronger effect | activation, % at 10 µM, or EC50 in µM where a hit was titrated | 280,000 compounds, 0.02% hits; in the data active = activation above about 50%, passing the limit was not always enough; also: a part of the inactive calls stands beside numbers as strong as those of hits
GPR55 LPI antagonism: inhibition of LPI-stimulated GPR55 beta-arrestin translocation – imaging, U2OS, beta-arrestin-GFP, LPI agonist, primary screen (AID 2013); U2OS GPR55 beta-arrestin-GFP translocation imaging, LPI antagonism; higher % means a stronger effect; one-dose inhibition, % at 10 µM; IC50 in µM for titrated hits; 290,000 compounds, 0.13% hits;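 active = spots per cell inhibited over 60%, with over 100 cells counted and total cytoplasm intensity under 500,000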;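 also: U2OS cells stably carrying GPR55 and arrestin-GFP stimulated by 5 µM LPI near EC80; imaged beta-arrestin-GFP aggregate spots per cell after agonist stimulation; plate controls were LPI-stimulated DMSO wells for no effect and DMSO wells without LPI for full effect; some results filed as inactive read as strong as hits; confirmed hits need IC50 under 10 µM and bright autofluorescent wells are also inconclusive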
GPR55 beta-arrestin: GPR55 agonists via beta-arrestin recruitment, primary screen, imaging, U2OS cells, beta-arrestin-GFP redistribution (AID 1961) | U2OS GPR55 beta-arrestin-GFP redistribution imaging; higher % means a stronger effect | activation, % at 10 µM; hits with a dose series show EC50 in µM | 290,000 compounds, 0.048% hits;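 active = activation above 40% with more than 50 cells counted in the well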;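 also: U2OS osteosarcoma cells stably expressing GPR55 and beta-arrestin-GFP; plate controls were DMSO negative control for no effect and LPI positive control for full effect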
PhoP inhibition: inhibitors of PhoP regulon expression, primary screen, Salmonella Typhimurium, GFP reporter (AID 1863). S. Typhimurium PhoP-regulated promoter GFP reporter, 4 h; higher % means a stronger effect. inhibition, % at 50 µM, or IC50 in µM where a hit was titrated. 300,000 compounds, 0.16% hits;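 active = inhibition over 29.93%, a cutoff 3 SD above the screen mean, later confirmed by dose response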;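 also: 0% = low Mg2+ inducing control and 100% = high Mg2+ repressing control; strong numbers were not always called active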
NTR1 ag: NTR1-driven beta-arrestin-GFP spot formation – imaging, U2OS cells, high content, primary screen (AID 493036). agonist mode. activation, % at 20 µM. 330,000 compounds, 0.17% hits;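 active = activation at or above 40% of the spot to cytoplasm intensity ratio, with at least 20 cells analyzed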;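 also: 0% = DMSO without peptide and 100% = 100 nM NTR1 peptide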
Target sequence (P30989 whole entry, looked up): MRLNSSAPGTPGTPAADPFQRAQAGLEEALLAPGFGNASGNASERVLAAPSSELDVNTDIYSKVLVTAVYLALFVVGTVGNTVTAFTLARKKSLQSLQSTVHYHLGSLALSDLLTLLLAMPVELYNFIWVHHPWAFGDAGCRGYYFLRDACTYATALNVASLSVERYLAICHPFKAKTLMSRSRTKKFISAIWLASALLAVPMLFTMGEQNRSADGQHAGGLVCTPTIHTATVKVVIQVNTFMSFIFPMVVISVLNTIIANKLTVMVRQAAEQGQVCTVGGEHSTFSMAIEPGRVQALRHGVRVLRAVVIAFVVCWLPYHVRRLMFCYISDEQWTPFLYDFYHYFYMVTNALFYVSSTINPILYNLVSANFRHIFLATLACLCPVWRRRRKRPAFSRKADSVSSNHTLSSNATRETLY
KOR beta-arrestin-2: kappa opioid receptor blockers – cell-based, luminescence, uHTS (AID 1778); KOR beta-arrestin recruitment, luminescence, antagonist mode; higher % means a stronger effect; inhibition, % at 10 µM; hits with a dose series show IC50 in µM; 290,000 compounds, 0.091% hits; in the data active = inhibition above about 50%; also: strong numbers were not always called active
T cell HTS vesicle-bound %: second read-out of T cell HTS, no call of its own (marks repeat the call); double positive events, %; measured here: CD8+ vesicle-bound cell fraction;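 binding gate set so that unloaded-vesicle control wells show 10% double positive cells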
NTR1 ag cell count 20 µM: also measured in NTR1 ag; calls as there; cell count; measured here: cell count, cytotoxicity flag
* marks the source's active call; other numbers are inactive results; i = inactive; . = no result given; [ ] = remark or other dose.

SMILES	GPR35 arrestin U2OS	West Nile virus CPE	T cell HTS	T cell HTS vesicle-bound %	KOR beta-arrestin-1	GPR55 LPI antagonism	GPR55 beta-arrestin	PhoP inhibition	NTR1 ag	NTR1 ag cell count 20 µM	KOR beta-arrestin-2
CC(NC(=O)c1ccco1)C(=O)OCC(=O)c1ccc(Cl)s1 (centres undefined)	-2%	0.3%	i	48	1.2%	4%	1.0%	-11%	-0.1	37	-19%
CC(O)(CC(=O)O)CC(=O)O	.	-0.5%	i	36	.	.	.	10%	-2.0	92	.
CCC1(C)N(O)C(C)(C)C(c2ccc(F)cc2)=[N+]1[O-] (centres undefined)	14%	0.3%	i	13	-5.5%	2%	-0.3%	-4%	-5.4	86	-4%
CNC(=O)N(O)C1N(NC(=O)Nc2cccc3ccccc23)C(=S)SC1(C)C (centres undefined)	24%	0.1%	i	36	-1.7%	6%	-0.2%	0%	0.2	65	30%
CCOCCOc1cccc(C(=O)NC(c2ccccc2)C(C)C)c1 (centres undefined)	-7%	-0.3%	i	42	-3.2%	-3%	0.1%	-7%	0.9	51	-19%
O=C(CCC1CCCCC1)NCCN1C2=NC[C@@H](Cc3ccccc3)N2C[C@H]1Cc1ccc(O)cc1	11%	-0.8%	.	.	-2.9%	7%	0.3%	10%	6.0	56	9%
CCOC(=O)C1=C(C)NC(=O)NC1c1cccnc1 (centres undefined)	-1%	-0.1%	i	23	-3.3%	-8%	0.2%	13%	-0.6	39	38%
CCCc1cc2c(cc1NC(=O)c1ccccc1F)OCO2	3%	-1.2%	i	45	-2.2%	3%	0.2%	8%	0.8	42	36%
CN(C)c1ccc(C(=S)N2CCOCC2)cc1	-4%	-0.2%	i	8	0.3%	5%	0.2%	6%	0.1	83	-1%
COc1ccc(Nc2cc(C(=O)NCCCN3CCOCC3)c3ccccc3n2)cc1OC	-3%	0.5%	i	52	-0.3%	-3%	0.1%	2%	0.2	113	12%
O=C(COc1ccccc1)Nc1nccs1	-8%	-0.2%	i	9	17%	2%	-0.2%	-4%	0.0	50	-8%
Cn1nnc2cc(C(=O)N3CCSCC3)ccc21	-2%	0.1%	i	43	-1.8%	8%	0.0%	-1%	-2.0	82	8%
CC1CCCN(Cc2c(C(=O)N3CCc4ccccc4C3)nc3ccc(Cl)cn23)C1 (centres undefined)	19%	-1.8%	i	44	-4.4%	7%	-0.1%	-5%	1.6	72	-14%
COC(=O)c1c(C(=O)OC)c(-c2ccccc2)n2c1CS(=O)C2 (centres undefined)	6%	-0.1%	i	38	8.6%	3%	-0.1%	1%	1.9	49	3%
CCSc1nnc(Cn2c(=O)sc3ccccc32)n1-c1ccccc1C	-6%	-0.8%	i	32	1.9%	2%	-0.1%	1%	-1.5	53	20%
COc1ccccc1CC(=O)Nc1ccc2c(c1)CCC2	7%	-0.9%	i	47	-2.8%	-9%	0.2%	7%	-2.2	64	11%
O=C(O)c1ccc(Cl)c(S(=O)(=O)Nc2ccc3cn[nH]c3c2)c1	28%	0.3%	i	30	-3.0%	-6%	-1.1%	0%	-1.6	55	18%
CCCC1C(C(=O)OCC)=C(C)NC(C)=C1C(=O)OCC	-6%	-0.2%	i	44	-2.8%	-16%	0.3%	-6%	1.4	59	18%
Cc1c(NC(=S)NC(=O)c2ccccc2Br)c(=O)n(-c2ccccc2)n1C	-10%	-0.6%	i	19	-1.3%	-6%	-0.1%	6%	-1.4	91	-9%
CS/C(=C\[N+](=O)[O-])Nc1ccccc1	9%	0.0%	i	28	2.5%	4%	-0.2%	-11%	-0.9	49	2%
CCC(C)[C@H](NC(=O)CCn1nnc2ccccc2c1=O)C(=O)O (some centres undefined)	13%	-0.2%	i	10	4.8%	2%	-0.2%	13%	0.4	78	-29%
Cc1ccc(CNS(=O)(=O)c2c(C)nc3scc(C)n3c2=O)cc1	2%	0.3%	i	12	7.5%	10%	0.4%	-4%	1.5	70	-30%
CCCc1n[nH]c(=O)c2c1nnn2Cc1ccccc1	-4%	-0.4%	i	44	-9.1%	0%	0.6%	3%	-0.6	76	2%
Cc1ccccc1NC(=O)c1ccc(Cl)c(NC(=O)c2cccnc2)c1	-1%	-0.2%	i	58	-1.6%	12%	-0.2%	-3%	-1.1	37	-8%
COc1ccccc1NC(=O)CCS(=O)(=O)c1ccccc1	1%	0.3%	i	56	-4.4%	10%	-0.3%	11%	1.1	49	-1%[20 µM]
O=C(NCc1ccco1)c1cccc(NC(=O)c2ccco2)c1	2%	-0.4%	i	16	1.0%	3%	0.0%	1%	-1.7	46	-4%
O=C(NCc1cccnc1)Nc1cccc(F)c1	3%	-0.1%	i	56	-1.9%	3%	-0.1%	1%	1.3	74	29%
CCOC(=O)NC(=O)C(/C=N/c1sccc1C(=O)OC)=C(\C)O	-16%	-0.3%	i	38	-0.8%	-1%	-0.1%	-17%	0.8	47	-54%[20 µM]
Cc1cc(C)c2nc(SCC(=O)NNC(=O)c3ccco3)c(C)cc2c1	4%	-1.4%	i	39	-5.1%	10%	-0.1%	-1%	3.0	48	-26%[20 µM]
CCOC(=O)c1c(C)[nH]c(C)c1S(=O)(=O)NCCN1CCN(c2ccccc2F)CC1	-17%	-0.4%	i	45	-5.9%	22%	-0.1%	2%	0.1	72	7%
COc1ccc(C(=O)N/C(=C\c2cn(S(=O)(=O)N(C)C)c3ccccc23)C(=O)N2CCOCC2)cc1	-13%	-0.5%	i	11	-2.1%	-8%	0.3%	3%	0.4	56	-34%
CCN1C(=O)C2(C(C#N)=C(N)Oc3n[nH]c(-c4ccccc4)c32)c2ccccc21 (centres undefined)	5%	0.9%	i	31	1.6%	0%	0.0%	9%	2.3	71	-32%
CN(C)c1nc(SCC(=O)Nc2ccccc2)nc(N2CCOCC2)n1	-6%	-0.7%	i	38	2.2%	-4%	-0.1%	2%	-0.4	57	-30%
CCN(CC(=O)NCc1ccc(F)cc1)C(=O)COc1ccc(C)c(C)c1	0%	-0.6%	i	16	-3.4%	-2%	0.7%	11%	-0.5	92	8%
COC(=O)CN1C(=O)N(c2ccccc2)C(N(O)C(=O)Nc2ccccc2)C1(C)C (centres undefined)	22%	.	i	20	0.0%	0%	-0.2%	2%	0.0	71	-1%
CCOC(=O)C1(Cc2ccc(OC)cc2)CCN(C(=O)c2cccc3nccnc23)CC1	0%	-0.5%	i	65	1.0%	-16%	-0.3%	-11%	0.1	82	-30%
CCOC(=O)C1(Cc2ccccc2C)CCCN(C(=O)c2ccc(OC)o2)C1 (centres undefined)	-9%	-0.9%	i	71	3.2%	-1%	-0.1%	-2%	0.6	48	-16%
O=C(OC(c1ccccc1)c1nccc2ccccc12)c1cc([N+](=O)[O-])cc([N+](=O)[O-])c1 (centres undefined)	-8%	-0.6%	i	43	-4.3%	21%	-0.1%	19%	1.5	69	17%
O=C(CCNc1cc(Cl)cc(Cl)c1)c1ccco1	-2%	-0.3%	i	59	6.1%	-16%	0.2%	9%	0.1	63	-31%
CCOC(=O)CSc1nnc(CNC(=O)c2ccc(S(=O)(=O)N3CCCCC3)cc2)n1C	7%	1.1%	i	48	-2.3%	15%	-0.1%	0%	-1.0	85	4%
O=C(/C=C/c1ccccc1)NC(=S)N1CCSCC1	12%	0.6%	i	26	6.1%	8%	0.3%	-14%	-0.5	63	-19%
COc1ccc(CNCc2ccc([N+](=O)[O-])cc2)cc1OC	0%	-0.8%	i	46	-3.0%	9%	0.1%	10%	1.6	47	-36%[20 µM]
COc1ccc(N2CCN(C(=O)CCCN3C(=O)c4cccc5cccc(c45)C3=O)CC2)cc1	-4%	-1.1%	i	28	3.0%	-1%	0.2%	11%	3.4	69	-17%
Cc1ccc(-c2nnc3sc(C4COc5ccccc5O4)nn23)cc1 (centres undefined)	-17%	-0.4%	i	45	-4.5%	-5%	-0.2%	0%	14	62	27%

In the list so far, these have a halogen:
SMILES	GPR35 arrestin U2OS	West Nile virus CPE	T cell HTS	T cell HTS vesicle-bound %	KOR beta-arrestin-1	GPR55 LPI antagonism	GPR55 beta-arrestin	PhoP inhibition	NTR1 ag	NTR1 ag cell count 20 µM	KOR beta-arrestin-2
CC(NC(=O)c1ccco1)C(=O)OCC(=O)c1ccc(Cl)s1 (centres undefined)	-2%	0.3%	i	48	1.2%	4%	1.0%	-11%	-0.1	37	-19%
CCC1(C)N(O)C(C)(C)C(c2ccc(F)cc2)=[N+]1[O-] (centres undefined)	14%	0.3%	i	13	-5.5%	2%	-0.3%	-4%	-5.4	86	-4%
CCCc1cc2c(cc1NC(=O)c1ccccc1F)OCO2	3%	-1.2%	i	45	-2.2%	3%	0.2%	8%	0.8	42	36%
CC1CCCN(Cc2c(C(=O)N3CCc4ccccc4C3)nc3ccc(Cl)cn23)C1 (centres undefined)	19%	-1.8%	i	44	-4.4%	7%	-0.1%	-5%	1.6	72	-14%
O=C(O)c1ccc(Cl)c(S(=O)(=O)Nc2ccc3cn[nH]c3c2)c1	28%	0.3%	i	30	-3.0%	-6%	-1.1%	0%	-1.6	55	18%
Cc1c(NC(=S)NC(=O)c2ccccc2Br)c(=O)n(-c2ccccc2)n1C	-10%	-0.6%	i	19	-1.3%	-6%	-0.1%	6%	-1.4	91	-9%
Cc1ccccc1NC(=O)c1ccc(Cl)c(NC(=O)c2cccnc2)c1	-1%	-0.2%	i	58	-1.6%	12%	-0.2%	-3%	-1.1	37	-8%
O=C(NCc1cccnc1)Nc1cccc(F)c1	3%	-0.1%	i	56	-1.9%	3%	-0.1%	1%	1.3	74	29%
CCOC(=O)c1c(C)[nH]c(C)c1S(=O)(=O)NCCN1CCN(c2ccccc2F)CC1	-17%	-0.4%	i	45	-5.9%	22%	-0.1%	2%	0.1	72	7%
CCN(CC(=O)NCc1ccc(F)cc1)C(=O)COc1ccc(C)c(C)c1	0%	-0.6%	i	16	-3.4%	-2%	0.7%	11%	-0.5	92	8%
O=C(CCNc1cc(Cl)cc(Cl)c1)c1ccco1	-2%	-0.3%	i	59	6.1%	-16%	0.2%	9%	0.1	63	-31%
